# Kir21 inh: Kir2.1 (mouse) channel inhibition | P35561 | HEK293-Kir2.1, FluxOR thallium flux fluorescence; hits give low values | B-score at 10 µM | hit rate 0.85% among 310,000;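 active = fluorescence ratio B-score at or below minus 3 SD of library scores, with starting-brightness B-score within 2 SD, cut at about -4.2 in these data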;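 note: channel flux triggered by added potassium and thallium sulfate stimulus; B-score of peak minus minimum fluorescence over baseline after thallium stimulus; more negative B-score means stronger Kir2.1 block with less thallium influx; some compounds called inactive have numbers as strong as hits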
# Target sequence (P35561 whole entry, looked up): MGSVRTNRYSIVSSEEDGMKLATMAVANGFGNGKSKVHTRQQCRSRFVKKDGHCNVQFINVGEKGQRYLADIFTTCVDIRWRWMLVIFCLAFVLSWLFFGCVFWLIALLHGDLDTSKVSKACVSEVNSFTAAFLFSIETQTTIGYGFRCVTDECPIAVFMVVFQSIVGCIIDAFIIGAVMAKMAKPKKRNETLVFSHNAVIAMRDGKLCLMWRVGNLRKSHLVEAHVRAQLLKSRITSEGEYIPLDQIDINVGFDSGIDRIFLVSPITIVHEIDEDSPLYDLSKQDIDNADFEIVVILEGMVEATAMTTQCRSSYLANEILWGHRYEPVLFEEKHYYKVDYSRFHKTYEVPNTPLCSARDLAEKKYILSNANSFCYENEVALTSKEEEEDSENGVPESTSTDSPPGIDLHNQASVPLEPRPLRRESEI
# CHT block: inhibitors of human choline transporter CHT; Q9GZV3; CHT-expressing cells, membrane potential dye, choline response; hits give low values; B-score at 10 µM; hit rate 0.86% among 310,000;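 active = B-score over 3 SD under the library average, and starting fluorescence ratio not unusually high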;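 note: choline stimulus applied at its EC90 after an EC20 pre-addition; B-score computed on integrated fluorescence ratio after choline addition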
# Target sequence (Q9GZV3 whole entry, looked up): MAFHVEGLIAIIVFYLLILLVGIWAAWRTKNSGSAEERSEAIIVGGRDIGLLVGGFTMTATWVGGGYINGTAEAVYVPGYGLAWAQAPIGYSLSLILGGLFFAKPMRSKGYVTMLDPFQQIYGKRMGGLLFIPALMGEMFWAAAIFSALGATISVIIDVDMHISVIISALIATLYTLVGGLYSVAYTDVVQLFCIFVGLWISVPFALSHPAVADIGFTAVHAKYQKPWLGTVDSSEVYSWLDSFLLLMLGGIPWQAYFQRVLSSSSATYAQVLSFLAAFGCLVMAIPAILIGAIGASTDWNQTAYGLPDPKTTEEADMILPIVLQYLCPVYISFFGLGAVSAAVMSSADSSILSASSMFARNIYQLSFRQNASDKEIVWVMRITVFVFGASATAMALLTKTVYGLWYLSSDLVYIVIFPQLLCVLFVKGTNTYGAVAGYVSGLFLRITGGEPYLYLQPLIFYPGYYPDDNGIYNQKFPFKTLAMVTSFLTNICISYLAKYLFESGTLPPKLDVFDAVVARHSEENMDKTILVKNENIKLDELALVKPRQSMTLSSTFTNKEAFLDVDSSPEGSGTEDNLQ
# * = called active by the depositor; i = inactive; · = no result given.
structure,CHT block,Kir21 inh
COc1ccc(NC(=O)CCNS(=O)(=O)c2cccc3nonc23)cc1,i,-0.12
CCOC(=O)CNC(=O)CSc1nnc(COc2ccc(Cl)cc2)n1CC,i,-0.95
CCCNc1nc2c(c(=O)[nH]c(=O)n2C)n1CCOc1ccccc1,i,1.35
Cc1ccc(NC(=O)c2ccc(NCCN)c([N+](=O)[O-])c2)cc1,i,0.37
CCOP(=O)(OCC)C(NC(=O)Nc1ccc(C)cc1)C(N)=O (stereo not given),i,0.06
COC(C[C@H]1O[C@H]1C(=O)[C@@H](C)OCc1ccccc1)OC,i,2.49
S=C(NC1CC1)N1CCCc2ccccc21,i,-3.58
CCOC(=O)c1c(C)cc(C)n2c1nc1ccccc12,i,-0.21
COc1ccc(OC)c(NC(=O)c2nc3ccccc3s2)c1,i,1.99
N#Cc1ccc(OCc2ccc(C(=O)O)o2)cc1,i,0.28
Cc1cc(C)c2cc3c(ccn3C3OC[C@H](O)[C@H](O)[C@H]3O)cc2n1 (stereo not given in full),i,-3.56
COc1cc(/C=C2/SC(=S)NC2=O)ccc1OS(=O)(=O)c1ccc(C)cc1,i,-1.88
CC(=O)N1c2c(cc(Br)cc2S(=O)(=O)Nc2c(C)n(C)n(-c3ccccc3)c2=O)CC1C (stereo not given),i,0.06
Clc1ncnc2scc(-c3ccc(Br)cc3)c12,i,-2.83
Cc1ccc(-c2cc(-c3ccc4c(c3)OCO4)c(C#N)c(N)n2)o1,i,2.41
COCc1cc(C)nc(N/N=C/c2ccc(-c3ccc(C(=O)O)c(Cl)c3)o2)c1C#N,i,0.35
N#C/C(=C\c1ccccc1OCc1ccc(C(=O)O)cc1)c1ccccc1,i,-0.61
CCOC(=O)NC(Nc1ccc(OC)cc1)(C(F)(F)F)C(F)(F)F,i,2.96
CCOCCCNC(=S)N1CCC(C(=O)c2ccc(C)cc2)CC1,i,1.15
CCC(c1nnnn1C1CCCCC1)N1CCN(C(=O)c2ccco2)CC1 (stereo not given),i,0.83
CC(=O)c1cccc(OCc2cc(C(=O)N3CCSCC3)no2)c1,i,1.23
Cc1nc2cc(NCc3cccs3)ccc2n1C,i,-0.95
Cc1coc2c(C)c3oc(=O)c(CCC(=O)NCCCN4CCOCC4)c(C)c3cc12,i,-0.69
C=CCn1c(SCC(N)=O)nc2sc3c(c2c1=O)CCC3,i,2.25
Cc1cc(C)cc(C(=O)NC(CC(N)=O)c2ccc(NCCN3CCOCC3)c([N+](=O)[O-])c2)c1 (stereo not given),i,0.52
Cc1ccc(CNC(=O)COC(=O)CCC(=O)c2cccs2)cc1,i,1.5
O=C(c1ccc2ccccc2n1)N(CCO)Cc1ccccc1,i,-0.02
Nc1cc(C(F)(F)F)ccc1C(=O)O,i,0.56
Cc1ccc(S(=O)(=O)c2c(C)nn(C(C)(C)C)c2OC(=O)c2ccco2)cc1,i,0.13
Cc1ccc(C(C[N+](=O)[O-])Sc2ccc(N)cc2)cc1 (stereo not given),i,-3.69
Cc1ccc(-c2csc(NC3OC(=O)c4ccccc43)n2)cc1 (stereo not given),i,1.78
[O-][n+]1onc2c1CCc1c-2nc(-c2ccccc2)n1OCc1ccccc1,i,0
CCCCCC(=O)NC(NC(=S)N1CCOCC1)C(Cl)(Cl)Cl (stereo not given),i,0.21
CCOc1ccc(C(C(=O)NCCC(C)C)N(CCO)C(=O)c2snc(C(N)=O)c2N)cc1 (stereo not given),i,1.51
CC1CN(C(=O)CCC(=O)NCc2ccc(Cl)cc2)c2ccccc2O1 (stereo not given),i,-0.01
CCC(=O)Nc1nc(OC)cc(OC)n1,i,-0.01
Brc1ccccc1-c1nnc(COc2cccc3cccnc23)o1,i,0.36
CCCCCCC(=O)N1CCN(c2cc3c(cc2F)c(=O)c(C(=O)O)cn3CC)CC1,i,0
COc1ccc(C(CNC(=O)CN2C(=O)NC3(CC(C)CC(C)(C)C3)C2=O)N2CCOCC2)cc1 (stereo not given),i,0.85
CN1C2CCC1CC(NC(=O)CSc1ccc(C(C)(C)C)cc1)C2 (stereo not given),i,-0.26
COC(=O)C1=C(C)N(CCc2ccc(OC)cc2)C(=O)C1,i,0.1
CC(C)CCSc1nc2c(c(=O)[nH]c(=O)n2C)n1CCCc1ccccc1,i,-0.87
CCOC(=O)CSc1nnc(CSc2nc3sc4c(c3c(=O)[nH]2)CCCC4)n1-c1ccccc1,i,0.5
O=C(OCC(=O)N1CCc2ccccc21)c1ccc[n+]([O-])c1,i,1.16
O=C(c1cccs1)N1N=C(c2ccccc2)CC1c1ccccc1O (stereo not given),i,-0.01
COc1ccc(NC(=O)CN(C)C(=O)c2c(-c3ccccc3Cl)noc2C)cc1,i,2.1
Nc1c(C(=O)Nc2ccc(Cl)c(C(=O)O)c2)sc2nc3c(cc12)CCCC3,i,1.65
CCc1ccc(NC(=S)N(CCN2CCOCC2)Cc2ccccc2F)cc1,i,-0.18
O=C(COC(=O)c1ccccc1SCC(=O)N1CCCC1)Nc1ccccc1,i,-0.39
O=C(O)c1ccc2nc(C(F)(F)F)[nH]c2c1,i,·
O=C(Nc1ccc2c(c1)OCO2)[C@@H]1CCCN1S(=O)(=O)c1cccc2cccnc12,i,·
CCOC(=O)C1CSC(CC(=O)Nc2ccc(Cl)cc2)C(=O)N1 (stereo not given),i,-1.06
CC1=CC(C)(C)[N+](C)=CN1c1ccccc1,i,0.26
Cc1nn(-c2ccccc2)c(/N=C/c2ccccc2O)c1-c1ccccc1,i,0.28
Cc1nn(CC(=O)O)c(C)c1Cl,i,-1.5
Nc1cccc(-n2cccc2)c1,i,1.42
COc1cc(C)c(NC(=S)Nc2ccc(Cl)c(Cl)c2)cc1OC,i,-1.08
C=CCNC(=O)NC(=O)COC(=O)CC(NC(N)=O)c1ccc(Cl)cc1 (stereo not given),i,-2.41
COC(=O)c1ccccc1NC(=O)c1cccc(COc2ccccc2Cl)c1,i,-0.48
O=C(Cc1ccc2c(c1)OCCO2)N1CCN(c2ccccc2)CC1,i,0.82

# Next part
structure,CHT block,Kir21 inh
Cc1nc2ccccn2c1C(=O)NCc1ccc2c(c1)OCO2,i,1.78
CCc1cccc(CC)c1NC(=S)NCCc1c(C)[nH]c2ccc(C)cc12,i,-0.82
Nn1c(SCC(=O)NCCN2C(=O)CSC2=O)nnc1-c1ccc(OC(F)F)cc1,i,1.01
Cc1cccc(CSc2nc3[nH]ncc3c(=O)[nH]2)c1,i,1.43
CCOc1ccc2c(c1)-c1c(ssc1=S)C(C)(C)N2C(=O)CSC1=NCCS1,i,1.39
CCCn1c(CN2CCCCC2C)nc2c1c(=O)n(C)c(=O)n2C (stereo not given),i,-2.41
COc1ccc(N)cc1-n1c(C)ccc1C,i,0.99
Cc1cc(NC(=O)CSc2n[nH]c(=O)[nH]c2=O)ccc1Br,i,-1.69
O=C(CN1CCC(NC(=O)c2ccco2)CC1)Nc1ccccc1[N+](=O)[O-],i,0.68
O=C1/C(=C/c2ccccn2)SC(=S)N1NS(=O)(=O)c1ccccc1,i,0.1
Cc1c(C)c2ccc(OCC(=O)NCCCn3ccnc3)cc2oc1=O,i,-1.16
O=C(COc1coc(CN2CCc3ccccc32)cc1=O)Nc1cccc(F)c1,i,-0.04
Cn1c(CNC(=O)C2CCCCC2)cc2ccccc21,i,1.14
Cc1cc(S(=O)(=O)NCC(C)C)ccc1OCC(=O)NCc1ccccn1,i,-2.08
CSc1nc(C)c(CCOC(=O)c2ccccc2)c(=O)[nH]1,i,-1.57
COc1ccc(S(=O)(=O)Nc2noc3ccccc23)cc1,i,2.28
COc1ccc(CCNC(=O)c2cnc3ccccc3n2)cc1,i,-2.33
O=C(c1cccc(COc2ccc(Cl)cc2Cl)c1)N1CCN(c2ccccn2)CC1,i,-0.41
COc1cc(C2C(C(C)=O)=C(O)C(=O)N2Cc2ccccc2)ccc1O (stereo not given),i,0.5
Nc1nc(N)c2nc(-c3ccccc3)c(N)nc2n1,i,-0.34

# Reformatted with values under each structure: 6 of the compounds above.
# Every second line gives: CHT block, Kir21 inh
> CCOC(=O)NC(Nc1ccc(OC)cc1)(C(F)(F)F)C(F)(F)F
  i, 2.96
> O=C(Cc1ccc2c(c1)OCCO2)N1CCN(c2ccccc2)CC1
  i, 0.82
> CCOC(=O)C1CSC(CC(=O)Nc2ccc(Cl)cc2)C(=O)N1 (stereo not given)
  i, -1.06
> COc1cc(/C=C2/SC(=S)NC2=O)ccc1OS(=O)(=O)c1ccc(C)cc1
  i, -1.88
> O=C(CN1CCC(NC(=O)c2ccco2)CC1)Nc1ccccc1[N+](=O)[O-]
  i, 0.68
> S=C(NC1CC1)N1CCCc2ccccc21
  i, -3.58

# New compounds follow:
structure,CHT block,Kir21 inh
Cc1ccc(OCCn2c(=O)sc3ccccc32)cc1,i,0.09
Cc1ccccc1-n1nnnc1-c1ccccc1,i,-2.89
Oc1ccccc1-c1nc2cnccn2c1Nc1ccc2c(c1)OCCO2,i,-1.24
Cc1ccc(S(=O)(=O)N2CCN(C(=O)CCC(=O)N3CCc4ccccc43)CC2)cc1,i,-0.17
O=C(NN/C(=N/S(=O)(=O)c1ccc(Cl)cc1)c1ccccc1)c1cccc(Cl)c1,i,0.47
Cc1cc(C)nc(NS(=O)(=O)c2ccc(NC(=O)c3cccs3)cc2)n1,i,0.14
Cc1ccc(NCc2ccc(O)c3ncccc23)cc1,i,0.35
CCOc1ccc2nc(SCC(=O)Nc3ccc4c(c3)OCO4)sc2c1,i,1.21
C/C(=N/Nc1ccc([N+](=O)[O-])cc1)c1c[nH]c2ccccc12,i,-0.01
O=C(OC(C(=O)Nc1ccc(Cl)c(C(F)(F)F)c1)c1ccccc1)C1=COCCO1 (stereo not given),i,0.19
Cc1cc(CNC(=O)CC2C(=O)NCCN2CC(c2ccccc2)c2ccccc2)on1 (stereo not given),i,-0.01
O=c1c2ccccc2nc(-c2ccccc2)n1O,i,0.02
CC(C)(C)C(=O)CC1(O)C(=O)N(Cc2ccc(Cl)cc2)c2ccccc21 (stereo not given),i,-0.99
O=C(O)c1ccc(/C=C2\SC(=S)N(NC(=O)c3ccccc3)C2=O)cc1,i,0.83
COc1ccc(-c2cc(C#N)nc(NN)n2)cc1,i,0.49
CCc1noc(C)c1C(=O)Nc1ccccc1N1CCOCC1,i,0.73
O=C(NCC1COc2ccccc2O1)c1cccs1 (stereo not given),i,-0.19
COC(=O)c1ccc(NC(=O)c2ccc3c(c2)C(=O)N(Cc2cccnc2)C3=O)cc1,i,1.19
CCCCN(C)Cc1c(C(=O)N2CCc3ccccc3C2)nc2ccc(Cl)cn12,i,-2.63
COc1ccc(C(C)=O)cc1CN1C(=O)NC2(CCCCCCC2)C1=O,i,-0.21
Cc1c(NC(=O)C2(c3ccc(Cl)cc3)CCCC2)c(=O)n(-c2ccccc2)n1C,i,0.64
COc1ccc(/C=C2\SC(N)=NC2=O)cc1Br,i,0.67
O=C(CCNC(=O)C1CCN(S(=O)(=O)c2ccc(F)cc2)CC1)NCc1ccccc1Cl,i,-1.28
COc1ccc(C2(c3ccc(OC)cc3)NC(=O)N(CC(=O)Nc3ccc(OC(F)F)cc3)C2=O)cc1,i,0.9
Cc1ccccc1OCCn1c(=S)[nH]c2ccccc21,i,0.29
COCCCNCCCCOc1c(Cl)cc(C)cc1Br,i,-6*
CCc1cc(C(=O)Nc2cc(Cl)ccc2N2CCN(C)CC2)sc1C,i,0.39
O=C(NCc1ccccc1)C(c1ccc(F)cc1)N(C(=O)c1csnn1)C1CC1 (stereo not given),i,1.63
N#Cc1c(N)n[nH]c1Cc1cccc2ccccc12,i,0.29
O=C1COc2ccc(C(=O)COc3ccc([N+](=O)[O-])cc3)cc2N1,i,-0.4
COc1ccc(Cl)cc1N1CCN(CCNC(=O)Nc2ccccc2C)CC1,i,0.08
CN(c1ncc(C(F)(F)F)cc1Cl)N1C(=O)c2cccc([N+](=O)[O-])c2C1=O,i,1.22
O=[N+]([O-])c1cccc(-c2nc(Oc3ccc(Cl)cc3)c3ccccc3n2)c1,i,-0.2
O=C1/C(=C\c2ccco2)SC(=S)N1c1ccccc1,i,-1.4
COc1ccc(C2=C(O)C(C)N(c3ccccc3)C2=N)cc1OC (stereo not given),i,0.5
CCOc1cc(C2NC(=O)NC(O)(C(F)(F)F)C2C(=O)c2ccc(OC)cc2)ccc1O (stereo not given),i,1.18
Cc1c(Cl)cccc1NC(=O)c1cc(S(=O)(=O)N2CCOCC2)cn1C,i,0.84
c1ccc(-c2nc(-c3ccccn3)nc(-c3ccccn3)n2)nc1,i,-0.75
C=CCn1c(SCC(=O)Nc2ccc3c(c2)OCO3)nnc1-c1ccccc1OC,i,-0.03
CCCCn1c(N)c(N(CC(C)C)C(=O)C2CCN(S(=O)(=O)c3ccc(C)cc3)CC2)c(=O)[nH]c1=O,i,0.78
CCN(CC)S(=O)(=O)c1ccc(N)cc1,i,0.77
Nc1c2c(nc3ccn(Cc4ccccc4)c(=O)c13)CCC2,i,0.27
Cn1cc(CNC(=O)c2ccc(OC3CCN(Cc4ccccn4)CC3)cc2)cn1,i,-1.65
Cc1cc(C)cc(C(=O)OCC(=O)NC2CCCC2)c1,i,-0.98
CSc1nc(C)cc(C)c1C(N)=O,i,0.23

# Compound activity: PubChem, Johns Hopkins Ion Channel Center

# Rows are unselected; any-hit rate near 1.6%.
